# POLI inh = DNA polymerase iota (human) inhibition; Q9UNA4; Pol iota fluorescent replication assay, 10 min; 390,000 compounds, 1% hits; Potency, µM (top dose mostly 115 µM), for inactives: top-dose activity, negative = inhibition, actives largely listed as inhibitors
#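 Pol iota at 10 nM preincubated 15 min with compounds at room temperature; reaction started with fluorescent substrate, 50 nM final. Fluorescence read kinetically at 0 and 10 min; buffer-only wells as negative control.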
# POLK inh = inhibitors of human DNA polymerase kappa | Potency, µM (doses to about 107 µM), for the others: top-dose activity, negative = inhibition, most hits filed as inhibitors | Q9UBT6 | purified Pol kappa, fluorescent DNA synthesis assay, 10 min | 400,000 compounds, 0.53% hits; also: % is scaled to controls: 0 for no effect and ±100 for the full control effect
#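 10 nM Pol kappa preincubated 15 min at room temperature with compounds, then reaction started with substrate at 50 nM final. Fluorescence read kinetically at 0 and 10 min; buffer-only wells served as negative control.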
# APEX1 inh = APE1 (human) endonuclease inhibition; Potency, µM (highest dose often 65.8 µM), without a hit: at the highest dose activity change, negative = inhibition, actives largely listed as inhibitors; 350,000 compounds, 0.35% hits; recombinant APE1, TAMRA/BHQ-2 abasic DNA cleavage fluorescence; P27695; AID 2517;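 also: plate controls were vehicle for no effect and reference inhibitor for full effect; nearly all actives have a fitted effect of over 55% in size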
# Target sequence (P27695 whole entry, looked up): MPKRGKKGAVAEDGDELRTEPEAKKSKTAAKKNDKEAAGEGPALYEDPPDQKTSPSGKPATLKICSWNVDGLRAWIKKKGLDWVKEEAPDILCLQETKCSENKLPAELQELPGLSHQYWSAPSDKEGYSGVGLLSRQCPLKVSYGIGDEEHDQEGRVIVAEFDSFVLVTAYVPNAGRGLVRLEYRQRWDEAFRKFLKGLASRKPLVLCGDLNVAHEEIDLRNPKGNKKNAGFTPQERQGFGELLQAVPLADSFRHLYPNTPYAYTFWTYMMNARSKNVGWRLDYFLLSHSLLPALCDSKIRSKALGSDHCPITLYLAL
#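 Endonuclease cleavage of a quenched abasic-site DNA duplex (50 nM) by APE1 (0.75 nM) was tracked by TAMRA dequenching. Compounds were preincubated with enzyme 15 min at room temperature; data normalized to buffer-only and DMSO wells plus NSC13755 control.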
# BLM inh = inhibitors of human Bloom syndrome helicase BLM. P54132. recombinant BLM DNA unwinding, fluorescence dequenching. Potency, µM (titrated, usually from 56.1 µM), for the others: at the highest dose activity change, negative = inhibition, usual class: inhibitors. 350,000 compounds, 0.2% hits;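 also: plate controls were vehicle for no effect and no enzyme for full effect; nearly all actives have a fitted effect of over 35% in size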
# G9a inh = inhibitors of human histone lysine methyltransferase G9a; Q96KQ7; G9a H3K9 monomethylation, AlphaScreen, 2 h; Potency, µM (titrated, usually from 102 µM), for the others: at the highest dose activity, negative = inhibition, usual class: inhibitors; 350,000 compounds, 8.8% hits; also: % is scaled to controls: 0 for no effect and ±100 for the full control effect; nearly all actives have a fitted effect of over 75% in size
# Target sequence (Q96KQ7 913-1193 limits assumed): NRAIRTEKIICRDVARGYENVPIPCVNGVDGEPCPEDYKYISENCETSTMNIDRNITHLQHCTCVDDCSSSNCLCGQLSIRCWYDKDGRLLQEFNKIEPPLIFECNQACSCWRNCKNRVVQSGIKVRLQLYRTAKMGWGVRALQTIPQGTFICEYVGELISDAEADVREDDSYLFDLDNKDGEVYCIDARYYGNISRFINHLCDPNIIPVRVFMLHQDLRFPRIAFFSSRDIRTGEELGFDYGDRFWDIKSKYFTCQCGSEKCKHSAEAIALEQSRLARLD
#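 Methyltransferase reactions run at room temperature for 2 h (20 nM enzyme, 500 nM biotin-H3K9 peptide, 20 uM SAM) after a 15 min compound preincubation; product detected by AlphaScreen beads and anti-H3K9me1 antibody.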
# Apoferritin bind = candidate novel general anesthetic via apoferritin binding; P02791; apoferritin/1-aminoanthracene competitive binding, fluorescence; Potency, µM (doses to about 77.5 µM), for inactives: top-dose activity change, negative = displacement, actives largely listed as inhibitors; 350,000 compounds, 0.074% hits; AID 485281; also: % is scaled to controls: 0 for no effect and ±100 for the full control effect; nearly all actives have a fitted effect of over 20% in size
# Target sequence (P02791 2-175 limits assumed): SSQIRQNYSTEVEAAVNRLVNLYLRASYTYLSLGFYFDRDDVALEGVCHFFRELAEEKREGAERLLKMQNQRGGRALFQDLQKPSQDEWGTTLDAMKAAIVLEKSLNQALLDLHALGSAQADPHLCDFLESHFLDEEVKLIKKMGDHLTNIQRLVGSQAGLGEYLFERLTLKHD
#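 Read-out: endpoint 1-AMA fluorescence, excitation 380 nm and emission 535 nm, after compounds sit 10 min at room temperature with 10 uM horse-spleen apoferritin in 50% saturated 1-AMA/PBS. Values come from four-parameter Hill fits.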
# BAZ2B block = BAZ2B (human) inhibition. AlphaScreen BAZ2B-H3K14Ac peptide displacement. Potency, µM (titrated, usually from 114 µM), inactives show at the highest dose activity change, negative = inhibition, actives largely listed as inhibitors. 360,000 compounds, 4.4% hits; also: % is scaled to controls: 0 for no effect and ±100 for the full control effect; nearly all actives have a fitted effect of over 60% in size
#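 BAZ2B 50 nM plus b-H3(5-23)K14Ac 50 nM, PBS pH 7.4/0.01% Tween-20, 30 min RT; compound added (max 110 uM), 30 min RT; streptavidin donor/Ni-chelate acceptor beads 10 ug/mL final, 20 min dark; AlphaScreen read.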
# Pol beta inh = inhibitors of human DNA polymerase beta; Potency, µM (series often up to 114 µM), for the others: top-dose activity change, negative = inhibition, usual class: inhibitors; 340,000 compounds, 1.3% hits; Pol beta primer extension/strand displacement, fluorescence kinetic; AID 485314; P06746; also: % is scaled to controls: 0 for no effect and ±100 for the full control effect
#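 10 nM enzyme + cpd, 15 min RT; start with substrate 50 nM final; read 0 min and after 10 min RT. Corrected, normalized data; 4-parameter Hill curve fit.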
# POLH inh = DNA polymerase eta (human) inhibition | recombinant Pol eta, fluorescent DNA replication assay | Potency, µM (titrated, usually from 114 µM), without a hit: top-dose activity change, negative = inhibition, actives largely listed as inhibitors | 390,000 compounds, 1.2% hits | AID 588591; also: % is scaled to controls: 0 for no effect and ±100 for the full control effect
#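 Fluorescent replication assay: 50 nM final substrate added after a 15 min room-temperature compound preincubation with 10 nM enzyme. Signal taken at 0 min and again at 10 min.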
# * marks the source's active call; other numbers are inactive results; ? = inconclusive; . = not tested or not shown; & = joins results of further samples; [ ] = another dose, or the depositor's remark. Calls follow the shape of the dose curve; as a rule, active = well fitted curve in the direction sought with a large enough effect; inconclusive = small, poorly fitted or top-dose-only effect, or another doubt; inactive = no such curve, though single readings can be large; an effect the other way counts as inactive or inconclusive. Potency is read from the fitted curve at half-maximal effect.
mol | POLI inh | POLK inh | APEX1 inh | BLM inh | G9a inh | Apoferritin bind | BAZ2B block | Pol beta inh | POLH inh
CC1CC(C)CN(S(=O)(=O)c2ccc3c(c2)oc(=O)n3CC(=O)N2CCOCC2)C1 (stereo not drawn) | 15% | 3% | -4% | -5% | -30% | -6% | 2% | 30% | -6%
COc1ccccc1NC(=O)CSc1nnnn1C1CCCC1 | 96%[activator] | -15% | -7% | -4% | 12% | -7% | ? | 44% | -1%
O=C(NCC1CCCO1)c1ccc2c(=O)n(Cc3ccc(Cl)cc3)c(=S)[nH]c2c1 (stereo not drawn) | 164%[activator] | -7% | 9% | -3% | 13% | -5% | 12% | 25% | -11%
COc1ccc(C(=O)NCC(=O)N/N=C/c2cn(C)c3ccccc23)cc1OC | 46%[activator] | -6% | 15% | -3% | -4% | ? | -31% | 7% | -24%
O=C(Nc1cccc(Br)c1)c1ccc(CSc2ccccc2)cc1 | -1% | -14% | 12% | -7% | 9%[59 µM] | -11% | -7% | 3% | -10%
O=C(Nc1ccccc1Cl)OC1CCCCC1 | 40%[activator] | 0% | -18% | -2% | 196%[activator] | -18% | 77%[activator] | 9% | -20%
Cc1ccccc1NC(=O)/C=C1\SC(=O)NC1=O | 12% | -6% | 1% | -5% | -49% | -8% | 3% | -7% | -5%
CCCCNC(=O)C1CCN(c2nc(C)cc(C)n2)CC1 | 27% | -23% | -2% | -7% | -8%[59 µM] | -2% | -20% | -8% | -18%
CCCn1c2ccccc2c2cc(C(=O)O)ccc21 | -15% | -22% | -7% | 3% | ? | -4% | -4% | 6% | 1%
CC(C)NC(=O)C(c1ccc(F)cc1)N(C(=O)CCC(=O)Nc1ccccn1)C1CCCCC1 (stereo not drawn) | ? | -19% | -12% | 0% | ? | -1% | 8% | 71% | -8%
Cc1c(CC(=O)NCCCCCC(=O)O)c(=O)oc2cc3c(cc12)CCC(C)(C)O3 | 19% | -6% | 33%[activator] | -3% | 13% | 3% | 2% | 12% | -5%
O=C(NC(=S)Nc1ccc(N2CCOCC2)cc1)c1ccco1 | 30% | -4% | 3% | -6% | ? | 2% | -5% | 0% | 0%
CCN(CC)c1ccc(NC(=O)c2cc(Cl)ccc2OC)cc1 | -11% | -5% | -1% | -12% | 2.5µM* | 8% | ? | 0% | -21%
CSc1sc(C)cc1C=O | 32%[activator] | -10% | 2% | -2% | -29% | -7% | -24% | 15% | -17%
Cc1cccc(NC(=S)Nc2ccc(Br)cc2)c1 | 5% | -5% | 13% | -11% | 21%[59 µM] | -18% | 4% | 29% | -2%
CN(CC(=O)NCCc1ccc(S(N)(=O)=O)cc1)CC(=O)Nc1ccccc1Cl | 3% | -2% | 16% | . | -5%[12.7 µM] | . | -4% | . | -23%
CC1CCCC(C)N1NC(=O)c1ccc(Cl)c(S(N)(=O)=O)c1 (stereo not drawn) | 14% | 12% | 1% | -7%&0% | 12%[59 µM] | -11% | -8% | 24% | -4%
COc1cc(CNCc2cccs2)cc(Br)c1OC | -6% | -6% | 15% | -6% | -46% | -9% | 5% | 26% | ?
CCN1CCN(CCCNc2ncnc3nc[nH]c23)CC1 | 17% | -2% | 1% | 0% | ? | -4% | 10% | 2% | -10%
O=C(O)CC(NC(=O)c1sc2ccccc2c1Cl)c1ccc(OC2CCCC2)cc1 (stereo not drawn) | 89%[activator] | -6% | -1% | -27% | -42% | ? | . | 3% | -13%
COc1ccc2nc(SCC(=O)NCc3ccccc3)[nH]c2c1 | 32%[activator] | -18% | -2% | -5% | -7% | -8% | -22% | 92% | 3%
CCOC(=O)c1ccccc1NC(=O)Cc1ccc(OC)c(S(=O)(=O)N2CCOCC2)c1 | 5% | -18% | 32% | . | . | . | . | . | -9%
N#Cc1ccc(C(=O)Nc2cc3nn(-c4ccccc4)nc3cc2Cl)c(F)c1 | 41%[activator] | 9% | . | 0% | 32%[59 µM] | 17% | 3% | 34% | -12%
Cc1noc(NS(=O)(=O)c2ccc(NC(=O)CCC3CCCCC3)cc2)c1C | ? | -1% | -1% | -1% | ? | -12% | -29% | -1% | -5%

# 13 entries from above in a different format:
# Below each SMILES: POLI inh | POLK inh | APEX1 inh | BLM inh | G9a inh | Apoferritin bind | BAZ2B block | Pol beta inh | POLH inh
> CC(C)NC(=O)C(c1ccc(F)cc1)N(C(=O)CCC(=O)Nc1ccccn1)C1CCCCC1 (stereo not drawn)
→ ? | -19% | -12% | 0% | ? | -1% | 8% | 71% | -8%
> Cc1c(CC(=O)NCCCCCC(=O)O)c(=O)oc2cc3c(cc12)CCC(C)(C)O3
→ 19% | -6% | 33%[activator] | -3% | 13% | 3% | 2% | 12% | -5%
> O=C(NC(=S)Nc1ccc(N2CCOCC2)cc1)c1ccco1
→ 30% | -4% | 3% | -6% | ? | 2% | -5% | 0% | 0%
> CCN(CC)c1ccc(NC(=O)c2cc(Cl)ccc2OC)cc1
→ -11% | -5% | -1% | -12% | 2.5µM* | 8% | ? | 0% | -21%
> CSc1sc(C)cc1C=O
→ 32%[activator] | -10% | 2% | -2% | -29% | -7% | -24% | 15% | -17%
> Cc1cccc(NC(=S)Nc2ccc(Br)cc2)c1
→ 5% | -5% | 13% | -11% | 21%[59 µM] | -18% | 4% | 29% | -2%
> CN(CC(=O)NCCc1ccc(S(N)(=O)=O)cc1)CC(=O)Nc1ccccc1Cl
→ 3% | -2% | 16% | . | -5%[12.7 µM] | . | -4% | . | -23%
> CC1CCCC(C)N1NC(=O)c1ccc(Cl)c(S(N)(=O)=O)c1 (stereo not drawn)
→ 14% | 12% | 1% | -7%&0% | 12%[59 µM] | -11% | -8% | 24% | -4%
> COc1cc(CNCc2cccs2)cc(Br)c1OC
→ -6% | -6% | 15% | -6% | -46% | -9% | 5% | 26% | ?
> CCN1CCN(CCCNc2ncnc3nc[nH]c23)CC1
→ 17% | -2% | 1% | 0% | ? | -4% | 10% | 2% | -10%
> O=C(O)CC(NC(=O)c1sc2ccccc2c1Cl)c1ccc(OC2CCCC2)cc1 (stereo not drawn)
→ 89%[activator] | -6% | -1% | -27% | -42% | ? | . | 3% | -13%
> COc1ccc2nc(SCC(=O)NCc3ccccc3)[nH]c2c1
→ 32%[activator] | -18% | -2% | -5% | -7% | -8% | -22% | 92% | 3%
> CCOC(=O)c1ccccc1NC(=O)Cc1ccc(OC)c(S(=O)(=O)N2CCOCC2)c1
→ 5% | -18% | 32% | . | . | . | . | . | -9%

# (more compounds)
mol | POLI inh | POLK inh | APEX1 inh | BLM inh | G9a inh | Apoferritin bind | BAZ2B block | Pol beta inh | POLH inh
Cc1cc(N2CCOCC2)nc(-c2ccccc2O)n1 | -3% | -5% | 0% | 1% | 5% | -8% | 2% | 1% | -7%
CC(CNS(=O)(=O)c1ccccc1)(c1ccccc1)N1CCOCC1 (stereo not drawn) | 33%[activator] | 8% | -4% | 0% | 15% | -9% | 1% | 28%[57.1 µM] | -10%
COc1ccccc1/C=C/C=NC1C(=O)N(c2ccccc2)[N+](C)=C1C (stereo not drawn) | 5% | 7% | -5% | -6% | . | -12% | ? | -17% | -10%
CC(C)Oc1ccc(/C(O)=C2/C(=O)C(=O)N(CCN(C)C)C2c2ccco2)cc1 (stereo not drawn) | 22% | 5% | -6% | -5% | ? | -12% | ? | 18% | -20%
Cn1c(N)c(S(=O)(=O)N2CCN(C(=O)c3ccco3)CC2)c(=O)n(C)c1=O | 7% | -4% | 22% | -11% | 6% | -1% | 7% | 2% | -7%
Cc1noc(C)c1C(=O)N1CCC[C@@]2(CCN(Cc3ccccc3)C2)C1 | . | -1%[60.1 µM] | 5% | 0% | -2%[12.7 µM] | . | . | . | .
CC(OC(=O)CCc1nc2ccccc2c(=O)[nH]1)C(=O)NC1CCCC1 (stereo not drawn) | -2% | -14% | 2% | -3% | -14% | -12% | 11% | -28%[57.1 µM] | -9%
O=C(NCCc1ccccc1)c1cc(=O)[nH]c2ccccc12 | 53%[activator] | -4% | -2% | -4% | 1% | -11% | -12% | 2% | -11%
Clc1nc(-c2ccccc2)cc(-c2ccccc2)n1 | 10% | -6% | 11% | -3% | 219%[activator][59 µM] | -11% | 34%[activator] | -16% | -22%
Cc1ccc(-c2cc(C(=O)Nc3cccnc3)[nH]n2)c(O)c1C | 54%[activator] | -6% | -1% | -4% | 11% | -17% | -16% | -8% | -26%
CC(CNC(=O)Cn1cnc2c(OCc3ccccc3)ncnc21)c1ccccc1 (stereo not drawn) | 3% | 0% | 18% | . | . | . | . | . | -1%
N#Cc1cccc(NC(=O)Cc2ccsc2)c1 | 18% | -4% | -10% | -3% | -2% | -13% | -4% | 52% | 0%
O=C(O)C1(c2cccc(Cl)c2)CCC1 | 12% | 7% | -4% | -2% | -5% | -8% | 7% | 11% | -13%
O=C(CC(c1ccccc1)(c1ccccc1)c1ccccc1)N[C@@H](Cc1ccc(O)cc1)C(=O)O | -23% | ? | -1% | -4% | 17%[59 µM] | -1% | -16% | -1% | -15%
CCc1ccc(CNC(=O)C(C)n2ccc3cc(S(=O)(=O)N4CCCCCC4)ccc32)cc1 (stereo not drawn) | 23% | -8% | . | -9% | -9%[59 µM] | 43%[activator] | -12% | -1% | -19%
COc1ccc(Cl)cc1C(=O)NC(=S)Nc1ccccc1N1CCOCC1 | -24% | -7% | -6% | -12% | 33% | -4% | 11% | 3% | -7%
COc1ccc(-c2cc(C(=O)Nc3sc4c(c3C(N)=O)CCCC4)no2)cc1 | 15% | -28% | . | -4% | ? | 1% | 3% | 6% | -7%
Cn1c(=O)c([N+](=O)[O-])c(Oc2ccccc2)c2ccccc21 | ? | -19% | -1% | -11% | 40µM* | -24% | ? | 9% | ?
COc1ccc(-c2nc(CS(=O)CC(=O)NCCc3ccc(C)cc3)c(C)o2)cc1OC (stereo not drawn) | 33%[activator] | 0% | 49%[activator] | 2% | -3% | -15% | -21% | -13% | -16%
O=S(=O)(NNc1nccc(C(F)(F)F)n1)c1cccc(Cl)c1Cl | ? | -13% | -1% | -4% | 8.9µM* | -9% | -3% | -1% | -4%

# An excerpt; rates above refer to the full screens.
